PAFAH1B3 FP inh: PAFAH1B3 enzyme inhibitors, primary screen, biochemical, fluorescence polarization, human; Platelet-activating factor acetylhydrolase IB subunit alpha1 (Homo sapiens), Q15102; recombinant PAFAH1B3, FP-rhodamine probe; inhibition, % at 3.39 µM; 0.28% of 340,000 active; AID 492972, 2010;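 active means inhibition above the screen-wide average of all tested compounds plus 3 SD, cut at about 25% in these data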;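 further: 0% = enzyme with DMSO only and 100% = wells lacking PAFAH1B3 protein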
pPAFAH inh: pPAFAH enzyme inhibitors, primary screen, biochemical, fluorescence polarization, human; Platelet-activating factor acetylhydrolase (Homo sapiens), Q13093; recombinant pPAFAH, FP-rhodamine probe fluorescence polarization; inhibition, % at 3.39 µM; 1.5% of 330,000 active;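 active means inhibition above the mean inhibition across the screen plus 3 SD, cut at about 25% in these data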;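 further: inhibitors block binding of the rhodamine activity-based probe so polarization drops; 0% = enzyme with DMSO and 100% = wells lacking pPAFAH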
Target sequence (Q13093 whole entry, looked up): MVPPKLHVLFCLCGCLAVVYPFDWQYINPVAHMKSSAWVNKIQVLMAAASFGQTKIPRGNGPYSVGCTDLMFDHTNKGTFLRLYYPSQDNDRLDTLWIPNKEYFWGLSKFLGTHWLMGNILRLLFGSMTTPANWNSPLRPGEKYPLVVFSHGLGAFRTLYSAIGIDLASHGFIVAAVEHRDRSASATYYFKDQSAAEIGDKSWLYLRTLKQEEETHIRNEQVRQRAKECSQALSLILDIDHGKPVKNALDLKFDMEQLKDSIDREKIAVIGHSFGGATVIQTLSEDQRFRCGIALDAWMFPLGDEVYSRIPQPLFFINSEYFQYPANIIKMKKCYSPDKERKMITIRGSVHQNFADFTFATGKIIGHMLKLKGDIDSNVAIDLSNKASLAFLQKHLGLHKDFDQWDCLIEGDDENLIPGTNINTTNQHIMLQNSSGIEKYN
PAD4 inh: human PAD4 inhibitors, primary screen, biochemical, fluorescence polarization, 1536-well format; Protein-arginine deiminase type-4 (Homo sapiens), Q9UM07; recombinant PAD4, RCA probe fluorescence polarization; inhibition, % at 6.36 µM; 0.41% of 330,000 active; AID 485272, 2010;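 active means percent inhibition above a cutoff equal to the mean of all tested compounds plus 3 SD, cut at about 15% in these data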;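 further: 0% = PAD4 with RCA probe and DMSO and 100% = probe without PAD4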
Target sequence (Q9UM07 whole entry, looked up): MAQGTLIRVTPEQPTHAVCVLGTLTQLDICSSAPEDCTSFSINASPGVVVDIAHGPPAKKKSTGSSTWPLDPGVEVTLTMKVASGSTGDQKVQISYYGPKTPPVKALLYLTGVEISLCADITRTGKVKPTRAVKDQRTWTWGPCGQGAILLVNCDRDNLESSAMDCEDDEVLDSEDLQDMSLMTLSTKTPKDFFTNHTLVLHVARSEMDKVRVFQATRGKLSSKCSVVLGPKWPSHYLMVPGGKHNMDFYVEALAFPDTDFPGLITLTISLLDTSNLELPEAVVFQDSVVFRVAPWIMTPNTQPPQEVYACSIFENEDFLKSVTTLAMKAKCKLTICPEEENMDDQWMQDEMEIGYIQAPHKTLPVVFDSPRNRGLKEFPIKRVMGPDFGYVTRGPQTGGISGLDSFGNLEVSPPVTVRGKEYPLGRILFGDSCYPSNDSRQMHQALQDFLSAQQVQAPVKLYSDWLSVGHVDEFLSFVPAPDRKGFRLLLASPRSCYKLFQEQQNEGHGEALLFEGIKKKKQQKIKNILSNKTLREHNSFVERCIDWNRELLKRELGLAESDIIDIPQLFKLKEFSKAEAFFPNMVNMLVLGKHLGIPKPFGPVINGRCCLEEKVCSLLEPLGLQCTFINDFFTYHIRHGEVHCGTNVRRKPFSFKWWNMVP
PAFAH1B2 inh: PAFAH1B2 enzyme inhibitors, primary screen, biochemical, fluorescence polarization, human. Platelet-activating factor acetylhydrolase IB subunit alpha2 (Homo sapiens), P68402. recombinant PAFAH1B2, FP-rhodamine activity probe. inhibition, % at 3.39 µM. 1.2% of 340,000 active;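 active means inhibition above the mean of all tested compounds plus 3 SD, cut at about 24% in these data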;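 further: 0% = enzyme with DMSO and 100% = wells lacking PAFAH1B2; many of its hits are not listed in these tables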
LYPLA1 counter: LYPLA1 inhibitors, primary screen, counter-screen for PME1 inhibitor project, biochemical, fluorescence polarization, FP-Rh probe ABPP. Acyl-protein thioesterase 1 (Homo sapiens), O75608. recombinant LYPLA1. inhibition, % at 5.9 µM. 0.16% of 320,000 active;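 active means inhibition above the mean of all tested compounds plus 3 SD, set per campaign, cut at about 14% in these data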;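 further: inhibitors block serine hydrolase probe labeling of LYPLA1 so polarization falls; 0% = enzyme with DMSO and 100% = wells lacking LYPLA1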
PME-1 primary: PME-1 inhibitors via competitive probe labeling, primary screen, biochemical, fluorescence polarization, FP-Rh probe, HTS | Protein phosphatase methylesterase 1 (Homo sapiens), Q9Y570 | recombinant PME-1 | inhibition, % at 5.9 µM | 0.53% of 320,000 active | AID 2130, 2009;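 active means inhibition above the campaign mean of all compounds plus 3 SD, cut at about 26% in these data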;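 further: competitive labeling of PME-1 active site by serine hydrolase directed probe; 0% = PME-1 with DMSO and 100% = wells lacking PME-1 enzyme; inhibitors block probe labeling so polarization falls and inhibition rises; many of its hits are not listed in these tables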
GSTO1 inh: inhibitors of recombinant GSTO1, primary screen, counter-screen for RBBP9 inhibitor project, biochemical, fluorescence polarization; inhibition, % at 5.96 µM; 1.1% of 300,000 active; Glutathione S-transferase omega-1 (Homo sapiens), P78417; activity-based probe fluorescence polarization;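 active means inhibition above the campaign mean inhibition plus 3 SD, cut at about 35% in these data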;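 further: 0% = GSTO1-1 with DMSO and 100% = wells lacking GSTO1-1 enzyme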
LYPLA2 inh: LYPLA2 inhibitors, primary screen, counter-screen for PME1 inhibitor project, biochemical, fluorescence polarization, FP-Rh probe ABPP. 0.38% of 320,000 active. inhibition, % at 5.9 µM. Acyl-protein thioesterase 2 (Homo sapiens), O95372. recombinant LYPLA2. AID 2177, 2009;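 active means inhibition above the screen-wide mean plus 3 SD, limit set per campaign, cut at about 26% in these data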;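 further: 0% = LYPLA2 with DMSO and 100% = wells lacking LYPLA2 enzyme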
PREPL inh: PREPL enzyme inhibitors, primary screen, biochemical, fluorescence polarization | Prolyl endopeptidase-like (Homo sapiens), Q4J6C6 | recombinant PREPL, fluorescence polarization activity-based probe | inhibition, % at 5.96 µM | 0.68% of 320,000 active | AID 2751, 2010; in the data active means inhibition above about 43%;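 further: 0% = enzyme with DMSO and 100% = wells lacking enzyme; many of its hits are not listed in these tables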
Active calls of the source: *; / = not tested or not shown.

SMILES | PAFAH1B3 FP inh | pPAFAH inh | PAD4 inh | PAFAH1B2 inh | LYPLA1 counter | PME-1 primary | GSTO1 inh | LYPLA2 inh | PREPL inh
CN1CCN(c2nc(-c3ccc(Cl)cc3Cl)nc3ccccc23)CC1 | 3 | 5 | -3 | 4 | 1 | -2 | 1 | 0 | -1
Clc1cc(Br)ccc1OCCOCCOc1cccc2cccnc12 | 10 | 7 | 1 | 4 | -2 | 9 | -3 | -5 | -24
COc1ccc(-c2[nH]ncc2CN2CCCC2c2nonc2C)c(F)c1 (stereo unspecified) | -2 | -5 | 2 | 3 | 1 | -7 | 3 | -7 | 2
COc1cc(NC(=O)CN2CCN(C(=O)C3CCCO3)CC2)c(OC)cc1Cl (stereo unspecified) | -6 | -1 | -1 | 3 | 3 | 5 | 2 | -2 | 2
CC(Oc1ccccc1Br)C(=O)N1CCc2ccccc21 (stereo unspecified) | -2 | 3 | -3 | 4 | 0 | 2 | 14 | 3 | -10
O=C(/C=C/c1ccc(Cl)c([N+](=O)[O-])c1)c1ccc(O)cc1 | -3 | -6 | -4 | -4 | -11 | -11 | -34 | -12 | 8
CN(C)CCOc1ccccc1-c1ccccc1 | 5 | 3 | -1 | 5 | -1 | -1 | 4 | 0 | -4
CC1(C)CC2(CC(c3ccccc3)Oc3cc(O)ccc32)NC(=S)N1 (stereo unspecified) | -5 | 2 | 0 | 3 | -2 | -10 | 6 | -1 | 1
Cc1cc(C)n(-c2ccc(C(=O)Nc3ccccn3)cc2)n1 | 2 | -3 | 0 | -1 | 1 | -2 | -7 | -2 | 13
CC(Sc1nnc(COc2ccc([N+](=O)[O-])cc2)n1C)C(=O)O (stereo unspecified) | -1 | -6 | -4 | 4 | -1 | -4 | -3 | -4 | -8
CC(C)CCNC(=O)C1CCN(S(=O)(=O)c2ccc3c(c2)CC(C)N3C(=O)C2CC2)CC1 (stereo unspecified) | 6 | 3 | 0 | 3 | 8 | 4 | -3 | 1 | -4
O=C(OCc1cc2ccccc2[nH]c1=O)c1cccc([N+](=O)[O-])c1 | 0 | -2 | 1 | 4 | 0 | -3 | -1 | -1 | 1
O=C(c1ccccc1[N+](=O)[O-])N1CCc2ccccc2C1 | 4 | -3 | -3 | 1 | 0 | 6 | 7 | 1 | 8
CC(C)(C)NC(=O)COC(=O)c1cncc(Br)c1 | 1 | 5 | 2 | 1 | 1 | -3 | 0 | 1 | -2
CCCC(=O)Nc1nc(CC(=O)OCC)cs1 | 3 | 1 | -1 | 4 | -5 | 4 | 11 | -6 | 3
CCOC(=O)c1ccccc1NC(=O)c1nc2nccc(C)n2n1 | 9 | 3 | 0 | 7 | 1 | -3 | 6 | 10 | 6
CN(C)c1ccc(-c2noc(C3CCN(S(=O)(=O)c4ccc(C(=O)O)cc4)CC3)n2)cc1 | -2 | -6 | -1 | 2 | 5 | 0 | 2 | 30* | 9
CCSc1nnc(-c2cccs2)o1 | 3 | 6 | 1 | 5 | -2 | 0 | -2 | 0 | 3
COc1cccc(SCc2noc(C(=O)NCc3ccccc3)c2C(=O)NCc2ccccc2)c1 | -3 | -5 | -4 | -1 | -2 | 0 | 7 | -2 | 11
Cc1ccc(NC(=O)C2(c3cccs3)CCOCC2)cc1C | 4 | -3 | 2 | 1 | 6 | -1 | -4 | 5 | 16
CNC(=S)N1CCc2ccccc2C1 | 5 | 4 | 0 | 1 | -1 | 4 | -1 | -1 | -8
COc1cccc(CC(=O)Nc2ccc(S(=O)(=O)N3CCOCC3)cc2)c1 | 5 | -4 | -1 | 4 | 0 | -4 | -7 | 3 | -10
O=C(CSc1n[nH]c(-c2ccccc2F)n1)NCC(=O)Nc1ccc(F)c(F)c1F | 6 | -1 | 0 | -1 | -4 | -1 | -8 | 6 | -15
CCCn1c(SCc2ccc(C(=O)OC)o2)nc2ccccc2c1=O | 5 | 3 | 1 | 8 | 2 | 4 | -2 | 1 | 1
CC(C)CC(CO)N1CCN(C(=O)c2ccc(Cl)cc2)CCC1=O (stereo unspecified) | 1 | 4 | 3 | 5 | 3 | -2 | 3 | 1 | 16
O=C(O)CNS(=O)(=O)c1cccc(Cl)c1 | -1 | -4 | 0 | 1 | 2 | 2 | 1 | 7 | 10
Cc1nn(-c2ccccc2)nc1C(=O)Nc1ccc2c(c1)OCCO2 | 7 | -2 | 0 | 3 | -4 | -6 | 0 | -6 | 13
O=C(Cc1cccc2ccccc12)N/N=C1\CCCc2ccccc21 | 6 | 5 | -1 | -5 | 1 | 2 | -3 | 1 | 4
Cc1ccc(NC(=O)CC2OC(=O)c3ccccc32)cc1S(=O)(=O)N1CCCCCC1 (stereo unspecified) | -5 | 4 | 1 | 4 | -5 | -1 | / | -7 | 1
CCCc1ncc(C(O)(c2ccccc2)c2ccccc2)n1C | 8 | 4 | 0 | 2 | 0 | 2 | -4 | -2 | 4
CNc1cc(CSC)nc(SCc2ccc(Cl)cc2Cl)n1 | 4 | 5 | 0 | -1 | -9 | -15 | -9 | -10 | 5
CSc1nc2ccccc2n1Cc1c(Cl)cccc1Cl | 4 | 9 | 5 | -1 | -2 | -2 | 4 | -4 | -22
COC(=O)c1cc(Cl)c(NC(=O)c2cc(OC)c(OC)c(OC)c2)cc1OC | 0 | -3 | 3 | -2 | 0 | 2 | 2 | -6 | 0
O=C(Nc1ccc(-c2cn3ccccc3n2)cc1)c1ccco1 | 0 | -2 | -3 | 1 | -3 | 7 | -8 | -6 | -5
COc1ccc(/C=N/NC(=O)Cc2cccs2)cc1 | -2 | 1 | 3 | 7 | 1 | 6 | -3 | 2 | 1
Cc1cc(OCC(=O)N(Cc2ccco2)C2CCS(=O)(=O)C2)cc(C)c1Cl (stereo unspecified) | / | 1 | 1 | / | 1 | -5 | 2 | 3 | 24
COc1ccccc1N1CCN(C(CNC(=O)c2ccco2)c2cccnc2)CC1 (stereo unspecified) | 1 | 1 | 0 | 5 | -1 | -5 | 6 | -2 | 12
CCOc1ccc(NC(=O)CN(C)C(=O)c2ccc(C3SCCS3)cc2)cc1OCC | 12 | -1 | 3 | 4 | -2 | 2 | 4 | 3 | -7
CSc1ccccc1NC(=O)CCn1c(=O)sc2ccccc21 | -5 | 6 | 0 | 3 | 0 | 3 | 4 | 3 | -14
Cc1ccc(C(=O)NC2CCN(C(=O)Nc3ccccc3Cl)CC2)cc1 | -3 | 0 | 0 | -2 | 9 | 3 | 2 | 24 | -1
Clc1ccc(OCc2nnc(SCc3nc4ccccc4[nH]3)n2Cc2ccco2)cc1 | 3 | 20 | -10 | 6 | -11 | -1 | 1 | 2 | -13
O=[N+]([O-])c1ccccc1/C=N\N1CCN(Cc2ccccc2Cl)CC1 | -1 | 11 | 2 | -2 | -2 | -3 | 2 | -5 | 4
Cc1ccc(C)c(CN2CCC(CNC(=O)CCc3nnc4ccc(N5CCC(C)CC5)nn34)CC2)c1 | -7 | 10 | -6 | -5 | 0 | 8 | -9 | 1 | 15
c1ccc(-c2cn(CC3CCCCC3)nn2)cc1 | 12 | 2 | 0 | 12 | -1 | 2 | 0 | 9 | 20
COc1ccc(CN(C)S(=O)(=O)c2nnc(NC(=O)c3cccc(F)c3)s2)cc1 | 4 | -1 | -6 | 6 | -6 | -6 | -104 | 2 | 12
COC(=O)c1ccc2c(C(C)(C)O)c(C(C)(C)O)[nH]c2c1 | / | 3 | -2 | / | -1 | 7 | 2 | -3 | 2
Cc1nnc(SCC(=O)Nc2nc(-c3ccccc3)cs2)n1N | 4 | 6 | -4 | 6 | 0 | -1 | -6 | 1 | 2
CCc1ccc(-c2cc(C(=O)NN3CCOCC3)c3ccccc3n2)cc1 | 12 | -3 | 1 | 0 | -6 | -6 | 2 | -4 | -10
O=C(N/N=C/c1cccs1)c1cc(-c2ccncc2)nc2ccccc12 | 2 | -1 | -2 | 7 | -3 | 0 | -4 | 0 | -7
CCC1Oc2ccc(C)cc2N(CC(=O)NCc2cccc(OC)c2)C1=O (stereo unspecified) | -5 | 1 | 1 | 3 | 4 | -2 | 2 | 2 | 11
CCC(=O)Nc1ccc(-c2ccc(N3CCCCC3)nn2)cc1 | 4 | 3 | -1 | 7 | -2 | -1 | 1 | -2 | 18
COc1ccccc1NC(=O)CSc1nc(N)c(C#N)cc1C#N | / | 7 | -17 | / | -6 | -7 | -24 | -10 | -10
COc1ccc(C)cc1S(=O)(=O)N(C)CC(N)=O | 3 | -4 | 4 | 2 | -1 | -3 | 2 | 4 | 9
CC(=O)Nc1ccc(OCC(=O)c2ccc(C)cc2C)cc1 | 14 | 2 | 1 | 4 | -3 | -1 | 3 | 2 | 2
Cc1ccccc1SCC(=O)Nc1cccc(C#N)c1 | -8 | 0 | 0 | 1 | 0 | 1 | 2 | 2 | -7
CCOc1ccc(CCNC(=O)C2CCN(S(=O)(=O)c3ccc(C)cc3)CC2)cc1OCC | -2 | -6 | -1 | 2 | -5 | 8 | 4 | -11 | 13
COc1ccc(S(=O)(=O)NCC2CCCN(Cc3cccnc3)C2)cc1 (stereo unspecified) | 3 | -7 | -6 | -2 | -2 | -1 | 16 | -11 | -5
COc1ccc(C(=O)COC(=O)Cn2cnc3c2c(=O)n(C)c(=O)n3C)c(OC)c1 | 1 | 0 | -1 | 3 | -4 | 3 | -3 | 5 | 0
O=C(CC(c1ccccc1)c1ccco1)N1CCOCC1 (stereo unspecified) | -1 | 2 | -3 | -1 | 1 | 1 | 2 | 5 | -1
O=C(N/N=C/C1CC=CCC1)c1cc2ccccc2cc1O (stereo unspecified) | 15 | 44* | -4 | 0 | -13 | 15 | -4 | -24 | 22
CCC(CO)N=CC1=C(O)CC(c2ccccc2)CC1=O (stereo unspecified) | 6 | 4 | -5 | -5 | 2 | 0 | -4 | 2 | 5
Cc1cc(C)n(CC(=O)Nc2ccccc2)n1 | -3 | 0 | -3 | -3 | -2 | 4 | 4 | 3 | -3
CCSc1nnc([C@H](Cc2c[nH]c3ccccc23)NC(=O)OC(C)(C)C)o1 | 6 | 11 | 5 | 4 | 1 | 1 | 3 | 1 | -11

Structures shown so far that have a cyano group (two):
SMILES | PAFAH1B3 FP inh | pPAFAH inh | PAD4 inh | PAFAH1B2 inh | LYPLA1 counter | PME-1 primary | GSTO1 inh | LYPLA2 inh | PREPL inh
COc1ccccc1NC(=O)CSc1nc(N)c(C#N)cc1C#N | / | 7 | -17 | / | -6 | -7 | -24 | -10 | -10
Cc1ccccc1SCC(=O)Nc1cccc(C#N)c1 | -8 | 0 | 0 | 1 | 0 | 1 | 2 | 2 | -7

Assay outcomes (PubChem BioAssay)

An excerpt; the hit share may differ from the screen's.
